Compound activity as filed in PubChem.
SKN-1 block: suppressors of acrylamide-induced Pgst-4::GFP reporter in worms, primary screen, SKN-1 inhibitor project, whole organism, uHTS, GFP/RFP fluorescence ratio, strain VP596 | C. elegans VP596 Pgst-4::GFP/RFP ratio, 24 h | inhibition, % at 21.8 µM | 0.49% of 360,000 active | AID 624304, 2012;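 active = interference check ratio from 0.5 to 1.5 plus GFP to RFP signal ratio inhibition reaching or exceeding a fixed threshold, cut at about 30% in these data, passing the limit was not always enough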; note: some compounds called inactive have numbers as strong as hits
Scp1 inh: Scp-1 phosphatase inhibitors, primary screen, biochemical, colorimetric, uHTS | Recombinant Scp1, phosphopeptide, malachite green phosphate absorbance | inhibition, % at 20 µM | Carboxy-terminal domain RNA polymerase II polypeptide A small phosphatase 1 (Homo … | 0.88% of 340,000 active;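 active = inhibition above about 50% at 20 µM, limit read from the data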;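 note: plate controls were DMSO wells with enzyme for no effect and wells lacking enzyme for full effect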
Target sequence (Q9GZU7 76-261 limits assumed): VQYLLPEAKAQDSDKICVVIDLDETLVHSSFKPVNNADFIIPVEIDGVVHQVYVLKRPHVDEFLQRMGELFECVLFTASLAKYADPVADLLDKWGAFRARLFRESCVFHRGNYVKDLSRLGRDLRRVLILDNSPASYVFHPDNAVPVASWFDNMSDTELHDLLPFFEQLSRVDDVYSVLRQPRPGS
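System: truncated SCP-1 phosphatase (76-261aa); medium: Tris acetate buffer pH 5.5 with MgCl2 and Tween-20; incubation: 45 min room-temperature reaction, 5 min colour, 30 min stabiliser; compound: single 20 µM dose, 1% DMSO; reagent: Phosphorylated 17-residue peptide substrate; read-out: % inhibition at 20 µM; technique: colorimetric free-phosphate detection, absorbance 630 nm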
SUMO1-SIM PPI: modulators of SUMO1 protein-protein interactions, primary screen, biochemical, uHTS; SUMO1 binding to a labelled peptide, TR-FRET, 1 h; inhibition, % at 20 µM; 0.33% of 360,000 active; AID 602429, 2012; in the data active = inhibition above about 37%
Target sequence (P63165 whole entry, looked up): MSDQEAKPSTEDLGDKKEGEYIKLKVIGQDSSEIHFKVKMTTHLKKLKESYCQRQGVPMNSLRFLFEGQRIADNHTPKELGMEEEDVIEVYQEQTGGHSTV
Neddylation inh: inhibitors of cullin neddylation, primary screen, biochemical, TR-FRET, uHTS, NAE and Ubc12. AID 651699, 2012. calls only at 25 µM. NEDD8-conjugating enzyme Ubc12 (Homo sapiens) + NEDD8-activating enzyme E1 regulatory …. 0.58% of 360,000 active; in the data active = inhibition above about 36%
NadD block: inhibitors of S. aureus NadD, primary screen, biochemical, colorimetric, uHTS; AID 602399, 2012; purified NadD enzyme, colorimetric absorbance read-out; 0.78% of 360,000 active; Nicotinate-nucleotide adenylyltransferase NadD (Staphylococcus aureus N315); inhibition, % at 20 µM; in the data active = inhibition above about 26%; note: some compounds past the cut are filed as inactive
DNMT1 block: human DNMT1 methyltransferase inhibitors, primary screen, biochemical, molecular beacon, fluorescence, HinP1I cleavage, uHTS; inhibition (reported as % activation of signal), % at 10 µM; 0.83% of 360,000 active; in the data active = inhibition above about 50%
STEP block: STEP phosphatase inhibitors, primary screen, biochemical, fluorescence intensity, uHTS. recombinant STEP, OMFP fluorogenic substrate. inhibition, % at 20 µM. Tyrosine-protein phosphatase non-receptor type 5 (Homo sapiens), P54829. 0.25% of 360,000 active. AID 588621, 2011;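 active = inhibition at 20 µM, scaled per plate between control wells, above about 37%, limit read from the data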;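 note: 0% = DMSO with enzyme and substrate and 100% = substrate only without enzyme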
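Assay system: isolated STEP enzyme. Buffer or medium: pH 6.0 Bis-Tris with DTT and Tween 20. Also added: fluorogenic phosphatase substrate OMFP at 25 µM final. Dosing: 20 µM, 1% DMSO. Timing: 20 min reaction, room temperature, in the dark. Measured by: fluorescence intensity, excitation 480 nm, emission 540 nm. Evaluation: normalized % inhibition.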
NRP1-CendR mod: modulators of CendR peptide binding to NRP-1, primary screen, biochemical, fluorescence polarization, uHTS. Neuropilin-1 (Homo sapiens), O14786. FAM-RPARPAR peptide binding to NRP-1. inhibition, % at 25 µM. 0.85% of 360,000 active. AID 602438, 2012;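 active = inhibition or corrected inhibition above about 18%, plus a signal ratio from 0.5 to 1.5, limit read from the data, passing the limit was not always enough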; note: strong numbers were not always called active
Tb MetRS inh: T. brucei MetRS inhibitors, primary screen, biochemical, luminescence; inhibition, % at 11.9 µM; methionyl-tRNA synthetase (Trypanosoma brucei brucei); 0.4% of 360,000 active; purified T. brucei MetRS, ATP depletion, Kinase-Glo luminescence;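 active = inhibition above a per-plate cutoff of the control wells' mean inhibition plus 3 SD, cut at about 5.5% in these data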;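 note: 0% = DMSO wells median and 100% = median of wells with control inhibitor compound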
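Dosing: 11.9 µM compound single dose, 0.9% DMSO; Assay system: purified T. brucei MetRS enzyme; Measured by: Kinase-Glo luciferase luminescence reporting remaining unconsumed ATP; Schedule: 15 min plus 2 h at 25 °C.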
LMPTP inh: LMPTP phosphatase inhibitors, primary screen, biochemical, fluorescence intensity, uHTS; recombinant LMPTP-A, OMFP fluorogenic substrate; inhibition, % at 20 µM; 0.22% of 360,000 active;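 active = compounds that cut the enzyme signal by at least half of the control window in the single-dose screen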;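 note: plate controls were DMSO wells with enzyme plus substrate for no effect and substrate without enzyme for full effect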
Target sequence (P24666 whole entry, looked up): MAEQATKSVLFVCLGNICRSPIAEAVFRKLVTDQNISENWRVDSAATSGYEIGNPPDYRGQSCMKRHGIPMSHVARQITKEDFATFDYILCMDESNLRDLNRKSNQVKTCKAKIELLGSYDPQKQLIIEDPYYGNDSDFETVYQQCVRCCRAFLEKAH
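Assay system: LMPTP-A, protein tyrosine phosphatase of low molecular weight / Medium: pH 6.0 Bis-Tris buffer with DTT and Triton X-100 / Schedule: 50 min enzyme reaction at room temperature, protected from light / Measured by: endpoint fluorescence intensity from OMFP dephosphorylation / Read-out basis: % inhibition relative to no-enzyme and uninhibited control wells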
Starred values were filed as active, the others as inactive; i = inactive; / = no result given.

| No. | mol | SKN-1 block | Scp1 inh | SUMO1-SIM PPI | Neddylation inh | NadD block |
| --- | --- | --- | --- | --- | --- | --- |
| 1 | C[C@@H]1CN(C(=O)c2nc3ccc(Cl)cn3c2CN(C)CCc2cnn(C)c2)C[C@H](C)O1 | 9 | -7 | 13 | i | 1 |
| 2 | COc1ccc(OC)c(C(c2c(C)[nH][nH]c2=O)c2c(C)[nH][nH]c2=O)c1 | -34 | 1 | -1 | i | -3 |
| 3 | O=C(Nc1ccon1)c1cccc(S(=O)(=O)N2CCCCC2)c1 | -2 | -1 | 1 | i | 2 |
| 4 | S=C(NC1CCCCCC1)NC1CCCC1 | 8 | 3 | 2 | i | 5 |
| 5 | CCCCNc1ccc2nsnc2c1[N+](=O)[O-] | 18 | -2 | -30 | i | -2 |
| 6 | CCCNC(=O)c1ccc(C2SCC(=O)N2CCc2ccccc2)cc1 (centres undefined) | 4 | -7 | 0 | i | 0 |
| 7 | COc1ccc2nc(C)cc(SCC(=O)N3CCCCC3)c2c1 | 13 | -14 | -7 | i | -3 |
| 8 | CC(C)N1CCc2c(sc(NC(=O)c3ccc([N+](=O)[O-])o3)c2C(N)=O)C1 | -16 | / | -56 | i | 2 |
| 9 | O=C(/C=C/c1ccccc1)NC(=S)NNS(=O)(=O)c1ccccc1 | 0 | -11 | -2 | i | 10 |
| 10 | CC1(c2ccc(OC(F)F)cc2)NC(=O)N(CC(=O)Nc2ccccc2)C1=O (centres undefined) | 3 | -6 | 2 | i | 0 |
| 11 | Cc1c(NC(=O)c2cnn3c2NC(c2ccco2)CC3C(F)(F)F)c(=O)n(-c2ccccc2)n1C (centres undefined) | 6 | -5 | -2 | i | -1 |
| 12 | Cc1ccc(S(=O)(=O)N2CCN(C(C)C)CC2)cc1 | -1 | -2 | 3 | i | -7 |
| 13 | COc1ccc(C(CNC(=O)c2cc(SC)ccc2Cl)N(C)C)cc1 (centres undefined) | -10 | -19 | 0 | i | -5 |
| 14 | O=C(CCNS(=O)(=O)c1ccc(Cl)cc1)N1CCN(c2ccccn2)CC1 | -9 | -1 | 5 | i | 5 |
| 15 | CCCc1ccc(NC(=O)C2CCCN(c3cnccn3)C2)cc1 (centres undefined) | 0 | -7 | 1 | i | -6 |

| No. | DNMT1 block | STEP block | NRP1-CendR mod | Tb MetRS inh | LMPTP inh |
| --- | --- | --- | --- | --- | --- |
| 1 | -2 | 1 | 10 | 0.3 | -0.1 |
| 2 | -11 | -3 | 6 | -0.7 | -0.5 |
| 3 | -2 | -3 | 9 | -0.9 | -0.2 |
| 4 | 0 | 3 | 14 | -0.4 | -0.4 |
| 5 | -6 | 2 | 1 | 0.8 | 0.1 |
| 6 | -5 | 7 | 9 | -0.6 | -0.2 |
| 7 | 2 | 2 | -6 | 0.5 | -0.7 |
| 8 | 0 | 3 | 4 | -0.3 | 3.3 |
| 9 | -1 | 0 | -10 | -0.2 | 0.4 |
| 10 | -2 | 1 | -4 | -0.2 | 0.6 |
| 11 | 1 | 4 | 7 | 0.0 | -2.2 |
| 12 | 2 | -3 | 2 | -1.2 | 3.3 |
| 13 | 1 | 0 | -4 | -0.9 | 5.5 |
| 14 | 0 | 1 | 15 | -0.4 | -0.5 |
| 15 | 1 | -1 | 1 | -0.5 | -0.7 |

Fetched by structure from the entries so far:
| No. | mol | SKN-1 block | Scp1 inh | SUMO1-SIM PPI | Neddylation inh | NadD block |
| --- | --- | --- | --- | --- | --- | --- |
| 7 | COc1ccc2nc(C)cc(SCC(=O)N3CCCCC3)c2c1 | 13 | -14 | -7 | i | -3 |
| 12 | Cc1ccc(S(=O)(=O)N2CCN(C(C)C)CC2)cc1 | -1 | -2 | 3 | i | -7 |
| 6 | CCCNC(=O)c1ccc(C2SCC(=O)N2CCc2ccccc2)cc1 (centres undefined) | 4 | -7 | 0 | i | 0 |

| No. | DNMT1 block | STEP block | NRP1-CendR mod | Tb MetRS inh | LMPTP inh |
| --- | --- | --- | --- | --- | --- |
| 7 | 2 | 2 | -6 | 0.5 | -0.7 |
| 12 | 2 | -3 | 2 | -1.2 | 3.3 |
| 6 | -5 | 7 | 9 | -0.6 | -0.2 |

Continuation:
| No. | mol | SKN-1 block | Scp1 inh | SUMO1-SIM PPI | Neddylation inh | NadD block |
| --- | --- | --- | --- | --- | --- | --- |
| 16 | O=c1nc2ccc(Cl)cn2c2ccc(S(=O)(=O)N3CCCCC3)cc12 | 11 | -4 | -15 | / | 4 |
| 17 | O=C(CSc1nnc(COc2ccc(Cl)cc2)o1)N1CCCCC1 | 3 | -1 | 4 | i | 0 |
| 18 | CCCn1c(NCc2cccc(OC)c2O)nc2ccccc21 | -19 | -2 | 3 | i | -5 |
| 19 | CC(CC(=O)Nc1ccc2c(c1)OCO2)c1ccccc1 (centres undefined) | -1 | -8 | -2 | i | 4 |
| 20 | Fc1ccc(NC2=NCCCCC2)cc1 | -5 | -6 | 2 | i | -1 |
| 21 | COc1cccc(N(CC(=O)NCCSCc2ccc(C)cc2)S(C)(=O)=O)c1 | -11 | -4 | -2 | i | -5 |
| 22 | COc1cccc(N(CC(=O)NC2CCCCCC2)S(=O)(=O)c2ccccc2)c1 | 14 | -12 | -5 | i | -3 |
| 23 | NC(=O)c1coc(-c2ccccc2)n1 | -3 | -9 | -3 | i | -10 |
| 24 | COc1ccc(NC(C)=O)cc1CNC(=O)COc1c(C)c(C)cc(C)c1C | -17 | -3 | 0 | i | 5 |
| 25 | O=C(N/N=C/c1cccnc1)c1cc(-c2ccccc2OCc2ccccc2)n[nH]1 | 11 | 0 | 1 | i | 10 |
| 26 | Cc1sc2ncn(CC(=O)NCc3ccco3)c(=O)c2c1-c1ccccc1 | 6 | -3 | -3 | i | 0 |

| No. | DNMT1 block | STEP block | NRP1-CendR mod | Tb MetRS inh | LMPTP inh |
| --- | --- | --- | --- | --- | --- |
| 16 | -6 | 0 | -5 | -0.2 | 0.5 |
| 17 | -1 | 0 | 1 | -0.1 | -0.5 |
| 18 | -1 | 1 | 8 | 0.8 | 2.2 |
| 19 | -16 | -1 | -7 | -0.7 | 0.3 |
| 20 | 7 | 0 | 4 | -0.9 | 1.3 |
| 21 | 4 | -2 | 0 | -1.1 | -0.1 |
| 22 | 0 | 0 | 2 | -0.5 | 1.1 |
| 23 | 1 | -2 | 18 | -0.4 | -0.4 |
| 24 | -1 | -3 | -11 | -1.1 | 0.5 |
| 25 | -2 | 1 | -4 | 0.3 | 5.8 |
| 26 | 1 | 0 | 8 | -0.1 | -1.5 |

Four structures from above, ordered by formula weight, rising.
| No. | mol | SKN-1 block | Scp1 inh | SUMO1-SIM PPI | Neddylation inh | NadD block |
| --- | --- | --- | --- | --- | --- | --- |
| 23 | NC(=O)c1coc(-c2ccccc2)n1 | -3 | -9 | -3 | i | -10 |
| 20 | Fc1ccc(NC2=NCCCCC2)cc1 | -5 | -6 | 2 | i | -1 |
| 19 | CC(CC(=O)Nc1ccc2c(c1)OCO2)c1ccccc1 (centres undefined) | -1 | -8 | -2 | i | 4 |
| 24 | COc1ccc(NC(C)=O)cc1CNC(=O)COc1c(C)c(C)cc(C)c1C | -17 | -3 | 0 | i | 5 |

| No. | DNMT1 block | STEP block | NRP1-CendR mod | Tb MetRS inh | LMPTP inh |
| --- | --- | --- | --- | --- | --- |
| 23 | 1 | -2 | 18 | -0.4 | -0.4 |
| 20 | 7 | 0 | 4 | -0.9 | 1.3 |
| 19 | -16 | -1 | -7 | -0.7 | 0.3 |
| 24 | -1 | -3 | -11 | -1.1 | 0.5 |
